Screening data from PubChem BioAssay.
DT40 TDP1 no CPT = qHTS for Inhibitors of human tyrosyl-DNA phosphodiesterase 1 (TDP1): qHTS in cells in absence of CPT | DT40 Tdp1-/- hTDP1 cells, no CPT, ATP luminescence, 48 h | Potency, µM (doses to about 46.2 µM), for the others: at the highest dose activity change, negative = growth inhibition, actives largely listed as inhibitors | hit rate 15% among 420,000 | AID 686978, 2013; note: nearly all actives have a fitted effect of over 55% in size
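No-CPT arm: Tdp1-/-;hTDP1 DT40 cells (400/well) plus compounds, incubated ≥48 hr at 37 °C. Readout CellTiter-Glo luminescence.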
N370S GC mod = N370S glucocerebrosidase modulation, Gaucher chaperone candidate; N370S GC spleen homogenate, 4MU-glucoside fluorescence; Potency, µM (top dose mostly 59.4 µM), without a hit: top-dose activity change, negative = inhibition, actives largely listed as inhibitors; hit rate 0.092% among 330,000;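 note: 0% = full enzyme activity and -100% = no enzyme basal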
TDP1 inh = blocks human tyrosyl-DNA phosphodiesterase 1; Q9NUW8; recombinant TDP1, AlphaScreen DNA substrate cleavage; Potency, µM (series often up to 130 µM), for the others: at the top dose activity change, negative = inhibition, actives largely listed as inhibitors; hit rate 0.28% among 350,000; AID 485290; note: nearly all actives have a fitted effect of over 40% in size
Target sequence (Q9NUW8 whole entry, looked up): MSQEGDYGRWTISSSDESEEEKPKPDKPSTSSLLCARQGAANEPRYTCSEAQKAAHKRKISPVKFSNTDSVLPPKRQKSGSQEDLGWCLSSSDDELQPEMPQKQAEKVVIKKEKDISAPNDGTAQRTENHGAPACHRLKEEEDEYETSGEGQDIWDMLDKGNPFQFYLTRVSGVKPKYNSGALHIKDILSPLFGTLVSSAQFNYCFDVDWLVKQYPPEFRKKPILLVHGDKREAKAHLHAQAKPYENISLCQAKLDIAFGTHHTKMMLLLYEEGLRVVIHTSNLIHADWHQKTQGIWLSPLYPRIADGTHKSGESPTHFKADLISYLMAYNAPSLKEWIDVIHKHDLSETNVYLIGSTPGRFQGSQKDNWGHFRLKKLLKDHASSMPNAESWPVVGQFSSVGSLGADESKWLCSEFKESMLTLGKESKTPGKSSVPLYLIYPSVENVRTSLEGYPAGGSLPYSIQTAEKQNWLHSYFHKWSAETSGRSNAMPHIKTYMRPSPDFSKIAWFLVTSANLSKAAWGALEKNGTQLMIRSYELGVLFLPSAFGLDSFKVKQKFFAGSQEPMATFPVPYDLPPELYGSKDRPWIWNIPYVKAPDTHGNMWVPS
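Recombinant E. coli-expressed Tdp1 (1 nM) preincubated with compound 15 min at RT, then 5'-biotin/3'-phosphotyrosine-FITC DNA substrate (15 nM) added for 5 min. AlphaScreen beads (10 ug/ml) added, 10 min RT; tyrosine-FITC cleavage read as signal loss.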
Numbers without * were called inactive; ? = inconclusive; . = no result given; & = joins results of further samples; [ ] = remark or other dose. Calls come from the whole dose curve; as a rule, active = well fitted curve in the direction sought with a large enough effect; inconclusive = small, poorly fitted or top-dose-only effect, or another doubt; inactive = no such curve, though single readings can be large; an effect the other way counts as inactive or inconclusive. Unless noted, % is set by controls: 0 for no effect and ±100 for the full control effect; potency is the fitted concentration of half-maximal effect. Only part of the results is shown (hit frequency here may not be typical).

Below each SMILES – TDP1 inh | DT40 TDP1 no CPT | N370S GC mod
- CCOc1cc2c(cc1OCC)-n1cccc1C(c1cc(OC)ccc1F)NC2 (stereo unspecified)
 : . | 16µM* | -26%
- Cc1[nH]n(-c2ccccc2)c(=O)c1C(C[N+](=O)[O-])c1ccccc1Cl (stereo unspecified)
 : 12% | 29µM* | -13%
- CCCC(C)C1(CC)C(=O)NC(=O)N=C1N (stereo unspecified)
 : 1% | -15% | 1%
- C=C(C)[C@]12C[C@@H](C)[C@@]34OC(Cc5ccccc5)(O[C@@H]1[C@@H]3C=C(COC(=O)Cc1cc(I)c(O)c(OC)c1)C[C@]1(O)C(=O)C(C)=C[C@@H]41)O2
 : 11% | . | 4%
- Cc1nc2ccc(Cl)cn2c1P(=S)(N1CCOCC1)N1CCOCC1
 : -2% | ? | 2%
- C/C=C/CC#N
 : 0%&8% | -10% | -8%
- CC(C)COC(=O)n1c(=O)oc2cc(S(=O)(=O)N3CCCCC3)ccc21
 : 5% | ? | -9%
- O=C(Nc1ccc2nc(-c3cccs3)c(-c3cccs3)nc2c1)NC1CC1
 : 1% | 18µM* | -17%
- CCn1c(P(C)(=O)O)nc2cc(NC(=O)c3ccccc3F)ccc21
 : 3% | 5% | 8%
- Cc1ccccc1-n1c(C)cc(/C=C2/C(=O)NC(=O)N(Cc3ccco3)C2=O)c1C
 : 0% | ? | -26%
- CCn1cc(C(=O)c2ccccc2)c2ccccc21
 : 1% | -5% | 3%[12.8 µM]
- CC12CN3CC(C)(CN(C1)C31CCOCC1)C2=O
 : 2% | -2% | -11%
- CCOc1ccc(-c2cc(C)[n+](CCN3CCOCC3)c(-c3ccc(OCC)cc3)c2)cc1
 : -3% | 1.3µM* | -1%
- COc1ccc(CCn2c(O)c(C=Nc3ccc(F)cc3)c(=O)[nH]c2=O)cc1OC
 : 0% | ? | 0%
- C/C(=N\N1CCCCC1)c1c(O)[nH]c(=O)[nH]c1=O
 : -3% | -17% | 7%
- COc1ccc(CCNC(=O)COC(=O)Cc2ccccc2)cc1
 : -3% | ? | 3%
- COc1ccc(C2CC(=O)Oc3c2c(=O)oc2ccccc32)c(OC)c1OC (stereo unspecified)
 : 1% | -3% | .
- CN(C)c1ccc(CCN2CCOCC2)cc1
 : 4% | 10% | -1%
- CCc1nnc(NC(=O)CCc2nc(C3=CCN(C)CC3)no2)s1
 : 12% | -17% | 1%
- Cc1ccccc1O
 : 0%&9% | 1% | -5%
- O=C(Oc1ccccc1)N1CCC2(CCN(Cc3ccccc3)CC2)CC1
 : . | -8% | 9%
- CCCC[N+](=O)[O-]
 : 12% | . | 3%
- CCOP(=S)(OCC)SCSC(C)(C)C
 : 7% | . | 8%
- Cc1cc(C)c(-n2c(O)c(/C=N/N3CCCCC3c3cccnc3)c(=O)[nH]c2=O)c(C)c1 (stereo unspecified)
 : 4% | -12% | 20%
- O=C(Oc1ccccc1)N1CCC2(CC1)CCN(C(c1ccccc1)c1ccccc1)CC2
 : . | -10% | -3%
- CC(=O)C1C2c3ccccc3OC1(C)N=c1s/c(=C/c3cn(C)nc3C)c(=O)n12 (stereo unspecified)
 : 7% | -16% | -10%
- CN(C)P(=O)(CCl)Nc1ccccc1 (stereo unspecified)
 : 3% | -5% | 1%
- COc1ccc(CCNCc2ccc3c(c2)n(C)c(=O)n3C)cc1
 : 4% | -32% | .
- CCS(=O)(=O)NCc1nnc2n1-c1ccc(Cl)cc1C(c1ccccc1)=NC2
 : 0% | -7% | -4%
- CC(C)(C)NC[C@@H](O)COc1cccc2[nH]c(C#N)cc12
 : -1%[56.1 µM] | -24% | -8%
- CCn1cc(/C=c2/sc3n(c2=O)C2c4ccccc4OC(C)(N=3)C2C(=O)OC)c(C)n1 (stereo unspecified)
 : 5% | -13% | -9%
- CCOC(=O)N1CCN(C(C)C(=O)c2c[nH]c3ccccc23)CC1 (stereo unspecified)
 : 1% | -19% | 5%
- CCOc1cc2c(cc1OCC)-n1cccc1C(c1c(O)cccc1OC)NC2 (stereo unspecified)
 : . | 10µM* | -4%
- CC(C)(C)OC(=O)C(Br)CCBr (stereo unspecified)
 : 6% | . | -7%
- Clc1cccc(Cl)c1Cl
 : 0%&14% | 11% | 3%
- CCN(CC)/[N+]([O-])=N/O
 : 7%[56.1 µM] | -13% | 9%
- Clc1ccc(Cl)cc1
 : 8%[56.1 µM] | -7% | 6%
- O=C(CNC(=O)OCc1ccccc1)Nc1ccc(Br)cc1C(=O)c1ccccc1
 : 2% | ? | 18%
- CN1C(=O)N(C)C(=O)C2(Cc3cc([N+](=O)[O-])ccc3N(C)C2)C1=O
 : 5% | 11% | -11%
- O=c1cccc2n1CC1CC2CN(C(c2ccccc2)c2sc3ncnn3c2O)C1 (stereo unspecified)
 : 8% | 8% | 7%
- CC1(C)C(c2ccccc2)=NC(c2cccnc2)=[N+]1[O-]
 : 9% | ? | 5%
- CC(C)CCNC(=O)c1c(N)n(Cc2ccc3c(c2)OCO3)c2nc3ccccc3nc12
 : 1% | ? | ?
- COc1ccc(NC(=O)N2CCC3(CC2)CCN(C(=O)Oc2ccccc2)CC3)cc1
 : . | ? | 6%
- O=c1[nH]c(=O)n(Cc2ccco2)c(O)c1C=NC1CCN(Cc2ccccc2)CC1
 : -1% | -8% | -3%
- COc1cc2c(cc1OC)C(C(=O)N1CCC3(CC1)OCCO3)C(c1ccccc1F)N(C)C2=O (stereo unspecified)
 : 3% | -30% | 5%
- CCCC(c1nnnn1Cc1cccs1)N1CCN(c2nc3ccccc3s2)CC1 (stereo unspecified)
 : -5% | ? | 7%
- Cc1cc(NC(=O)COC(=O)c2c(C)nn(Cc3ccccc3Cl)c2C)no1
 : 5% | -12% | 17%
- CC(C(=O)c1cn(C)c2ccccc12)c1ccccc1 (stereo unspecified)
 : 3% | ? | 8%
- O=c1cccc2n1CC1CC2CN(CC(O)CN2CC3CC(C2)c2cccc(=O)n2C3)C1 (stereo unspecified)
 : . | 12% | -14%
- CCCCCC(=O)N[C@@H](c1ccccc1)[C@@H](O)C(=O)O[C@H]1C[C@@]2(O)[C@@H](OC(=O)c3ccccc3)C3[C@](C)(C(=O)[C@H](O)C(=C1C)C2(C)C)[C@@H](OC1OCC(O)C(O)C1O)C[C@H]1OC[C@@]31OC(C)=O (stereo partly specified)
 : . | 0.58µM* | -35%
- O=c1[nH]c(=O)n(-c2ccc(F)cc2)c(O)c1/C=C1\C=Nc2ccccc21
 : . | 1% | -5%
- CC(=O)O[C@H]1C2[C@@H](OC(=O)Cc3ccccc3)[C@@H](C)C[C@]2(OC(C)=O)C(=O)/C(C)=C/[C@@H]2[C@H](CC[C@@]13CO3)C2(C)C (stereo partly specified)
 : 9% | . | 3%
- COCCNC(=O)c1ccc(N2CC3CC(C2)c2cccc(=O)n2C3)c([N+](=O)[O-])c1 (stereo unspecified)
 : -1% | -11% | 7%
- COc1ccc(CCNCc2c(OC)ccc3ccccc23)cc1
 : . | 13µM* | -11%
- CN1CCN(c2ccc([N+](=O)[O-])c(N)c2)CC1
 : -8% | -4% | -12%
- CC1CN2c3ccc([N+](=O)[O-])cc3CC3(C(=O)N(C)C(=O)N(C)C3=O)C2C(C)O1 (stereo unspecified)
 : 0% | 1% | -10%
- CCC1COC(Cn2cncn2)(c2ccc(Cl)cc2Cl)O1 (stereo unspecified)
 : 4% | . | 4%
- CCN(CC)P(=O)(c1n(CC)cc[n+]1CC)N(CC)CC
 : 2% | ? | ?
- Cn1c(=O)n(C)c2cc([N+](=O)[O-])c(N3CCNCC3)cc21
 : 3% | 3% | 13%
- Fc1ccccc1N1CCN(Cc2ccc3c(c2)OCO3)CC1
 : -4% | -13% | 4%

Next part.
Below each SMILES – TDP1 inh | DT40 TDP1 no CPT | N370S GC mod
- Cc1ccsc1C(=O)C1CCCN(Cc2ccn[nH]2)C1 (stereo unspecified)
 : . | -8% | 9%
- CCC(C)C1N=C(c2ccccc2)c2cc(Cl)ccc2N(CC(=O)NCc2ccco2)C1=O (stereo unspecified)
 : -4% | -22% | 1%
- C[C@H](N)C(=O)N[C@@H](C)C(=O)N[C@@H](Cc1ccccc1)C(=O)CCl
 : 10% | ? | 1%
- CCCCn1c(CN2CCN(c3ccc(F)cc3)CC2)nc2c1c(=O)n(C)c(=O)n2C
 : 5% | 1.6µM* | -1%
- COc1ccc2c(c1)c(C(=O)CN1CCC3(CC1)OCCO3)c(C)n2Cc1ccccc1
 : 3% | -27% | -15%
- Cc1ccccc1-n1nc(C)c2c1NC(=O)CSC2c1ccccc1C(F)(F)F (stereo unspecified)
 : -3% | ? | .
- CCOc1ccc(Cc2c(O)[nH]c(=O)[nH]c2=O)cc1
 : -3% | -1% | -1%
- CN1C(=O)C(=Cc2ccc(N3CCCCC3)o2)C(=O)N(C)C1=S
 : -7% | ? | 10%
- Cc1cc(=O)oc2c(C)c(OCC(=O)N3CCN(Cc4ccc5c(c4)OCO5)CC3)ccc12
 : 6% | -16% | -7%
- CC(C)(O)[C@H]1O[C@H]2CC[C@@]3(C)[C@@](O)(CC[C@H]4Cc5c([nH]c6ccccc56)[C@@]43C)C2=CC1=O
 : 7% | ? | -20%
- COC(=O)C1=C(c2cccc(C#N)c2)C[C@@H]2CC[C@H]1N2C(=O)NC(C)C
 : 1% | -4% | .
- Nc1nc(/C(=C/CC(=O)O)C(=O)NC2C(=O)N3C(C(=O)O)=CCSC23)cs1 (stereo unspecified)
 : 25µM* | . | -6%
- Cc1ccc(-n2c(/C=C/c3ccccc3)nc3ccccc3c2=O)cc1Cl
 : 5% | 23µM* | .
- CSc1nnc(OC(=O)N(C)C)n1-c1ccc(Cl)cc1
 : -2% | -13% | -13%
- c1ccc2c(c1)[I+]c1ccccc1-2
 : 9%[56.1 µM] | 0.13µM* | -8%&-4%&-6%
- CC(C)NC[C@H](O)c1ccc(N)c(C#N)c1
 : 14%[56.1 µM] | -20% | -8%
- O=c1c2ccccc2nc(CNCC2CCCO2)n1-c1ccc(F)cc1 (stereo unspecified)
 : -3% | -11% | 9%
- O=C(Nc1cccc(F)c1)N1CC2(CCN(C(=O)Oc3ccccc3)CC2)C1
 : . | ? | -2%
- O=C1NC(=O)N(c2ccccc2F)C(=O)/C1=C/c1ccc(Sc2nc3ccccc3[nH]2)o1
 : 2% | ? | -11%
- COc1ccc(-c2cc(=NCCC(=O)O)c3cc(C)ccc3o2)cc1
 : 2% | -27% | ?

Full records, quoted from the list.
COc1ccc2c(c1)c(C(=O)CN1CCC3(CC1)OCCO3)c(C)n2Cc1ccccc1 as listed: TDP1 inh = 3%; DT40 TDP1 no CPT = -27%; N370S GC mod = -15%
Cc1cc(=O)oc2c(C)c(OCC(=O)N3CCN(Cc4ccc5c(c4)OCO5)CC3)ccc12 as listed: TDP1 inh = 6%; DT40 TDP1 no CPT = -16%; N370S GC mod = -7%

As entered above:
Cc1cc(=O)oc2c(C)c(OCC(=O)N3CCN(Cc4ccc5c(c4)OCO5)CC3)ccc12 in N370S GC mod = -7%
Cc1ccccc1-n1nc(C)c2c1NC(=O)CSC2c1ccccc1C(F)(F)F (stereo unspecified) in TDP1 inh = -3%
Cc1ccsc1C(=O)C1CCCN(Cc2ccn[nH]2)C1 (stereo unspecified) in N370S GC mod = 9%
C[C@H](N)C(=O)N[C@@H](C)C(=O)N[C@@H](Cc1ccccc1)C(=O)CCl in TDP1 inh = 10%
CC(C)(O)[C@H]1O[C@H]2CC[C@@]3(C)[C@@](O)(CC[C@H]4Cc5c([nH]c6ccccc56)[C@@]43C)C2=CC1=O in TDP1 inh = 7%

As a working copy, part of the list above.
Below each SMILES – TDP1 inh | DT40 TDP1 no CPT | N370S GC mod
- Cc1ccsc1C(=O)C1CCCN(Cc2ccn[nH]2)C1 (stereo unspecified)
 : . | -8% | 9%
- CCC(C)C1N=C(c2ccccc2)c2cc(Cl)ccc2N(CC(=O)NCc2ccco2)C1=O (stereo unspecified)
 : -4% | -22% | 1%

(cont.)
Below each SMILES – TDP1 inh | DT40 TDP1 no CPT | N370S GC mod
- O=C(c1ccc2c(c1)N(Cc1ccc(F)cc1)C(=O)c1ccccc1S2)N1CCC2(CC1)OCCO2
 : 5% | 16µM* | .
- CC12CCCCC1N(O)CN2O (stereo unspecified)
 : 5% | -24% | -16%
- OC1C2CN3CN(C2)CC1(c1ccccc1)C3 (stereo unspecified)
 : 3% | 12% | -4%
- CC(C)OS(C)(=O)=O
 : 2%&12% | 3% | -4%
- O=C(c1ccncc1)N1CCC2(CC1)CN(Cc1ccccc1)C2
 : . | 12% | -3%
- Cc1ccc(NC(=O)COc2ccc(-c3nn(C)c(=O)c4ccccc34)cc2)c(C)c1
 : 2% | 13µM* | .
- CC(CC(C#N)(c1ccccc1)c1ccccc1)N(C)C (stereo unspecified)
 : 1% | ? | .
- N#CCCn1cc(C(=O)Nc2ccc([N+](=O)[O-])cc2)c(-c2ccccc2)n1
 : . | -11% | -2%
- CC1CCSP(=O)(Oc2ccccc2)O1 (stereo unspecified)
 : 3% | ? | -1%
- N#Cc1cc(F)c(N2CCNCC2)cc1Cl
 : 5% | -23% | 2%
